TCR CD3 inh – inhibitors of human TCR-CD3 interaction; TAMRA-labeled TCR probe fluorescence, biochemical; inhibition, % at 9.4 µM; actives 0.37% (n = 360,000); in the data active = inhibition above about 19%;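 note: recombinant mutant TCR 2C K166C tagged with TAMRA read by polarization; 0% = receptor in buffer alone and 100% = receptor with positive control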
LEDGF integ inh – blocks HIV-1 LEDGF/p75-dependent DNA integration; TR-FRET IN-LEDGF/p75 DNA integration, Eu/Cy5; inhibition, % at 3.7 µM; actives 0.64% (n = 370,000);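 active = inhibition above the screen-wide mean plus 3 SD, cut at about 13% in these data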;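 note: signal is the Cy5 over europium emission ratio at 671 and 618 nm; 0% = plate median of compound wells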
PRMT1 inh – blocks human protein arginine methyltransferase 1; recombinant PRMT1, activity-based probe fluorescence polarization; inhibition, % at 2.79 µM; actives 1.3% (n = 370,000);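 active = inhibition above about 21% made by adding two undisclosed values, limit read from the data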
Target sequence (Q99873 whole entry, looked up): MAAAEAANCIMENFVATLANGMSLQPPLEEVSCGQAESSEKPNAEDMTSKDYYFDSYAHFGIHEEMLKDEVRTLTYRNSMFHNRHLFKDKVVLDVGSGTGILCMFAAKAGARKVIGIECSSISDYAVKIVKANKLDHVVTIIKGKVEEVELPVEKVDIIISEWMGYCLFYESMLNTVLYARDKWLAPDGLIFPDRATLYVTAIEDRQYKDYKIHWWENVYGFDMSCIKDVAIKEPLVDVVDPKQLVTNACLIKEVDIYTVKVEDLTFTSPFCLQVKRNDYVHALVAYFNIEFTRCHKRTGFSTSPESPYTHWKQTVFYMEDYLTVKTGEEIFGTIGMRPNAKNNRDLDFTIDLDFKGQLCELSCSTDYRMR
SIAE inh – blocks human sialic acid acetylesterase. Q9HAT2. SIAE FP-Rh probe binding, fluorescence polarization. inhibition, % at 9.66 µM. actives 0.69% (n = 370,000). AID 1053197;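 active = inhibition above a cutoff: mean of compounds within the control limits plus 3 SD of those, cut at about 17% in these data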;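 note: 0% = plate median of compound wells and 100% = probe without SIAE protein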
Tn6 DDE FP – DD(E)-Tn6 binding inhibition, primary FP screen; Fibrin DD(E) TRITC-Tn6 fluorescence polarization displacement; inhibition, % at 8.3 µM; actives 0.21% (n = 370,000); AID 720509;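 active = inhibition above a per-campaign cutoff: mean of compounds within control limits plus 3 SD, cut at about 15% in these data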;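 note: 0% = median of all compound wells on the plate and 100% = blocking peptide control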
Target sequence (P02675 whole entry, looked up): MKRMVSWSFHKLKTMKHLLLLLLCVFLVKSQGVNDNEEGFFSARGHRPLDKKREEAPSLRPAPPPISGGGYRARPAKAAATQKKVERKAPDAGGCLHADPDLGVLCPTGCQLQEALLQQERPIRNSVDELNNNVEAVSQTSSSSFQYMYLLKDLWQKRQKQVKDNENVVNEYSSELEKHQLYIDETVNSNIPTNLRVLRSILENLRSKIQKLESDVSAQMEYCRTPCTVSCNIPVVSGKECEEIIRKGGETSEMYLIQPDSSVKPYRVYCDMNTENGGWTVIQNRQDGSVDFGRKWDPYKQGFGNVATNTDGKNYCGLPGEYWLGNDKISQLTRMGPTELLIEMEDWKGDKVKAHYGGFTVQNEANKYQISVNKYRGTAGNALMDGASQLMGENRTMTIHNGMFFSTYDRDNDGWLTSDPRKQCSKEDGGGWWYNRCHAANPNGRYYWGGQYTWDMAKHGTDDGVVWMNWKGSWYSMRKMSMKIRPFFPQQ
TDP2 absorb – TDP2 (human) inhibition, absorbance primary screen | AID 720702 | actives 0.34% (n = 370,000) | recombinant TDP2, T5PNP hydrolysis, p-nitrophenol absorbance 415 nm | O95551 | inhibition, % at 12.8 µM;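 active = inhibition above the mean of all tested compounds plus 3 SD, set per campaign, cut at about 25% in these data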;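 note: 0% = DMSO with enzyme and 100% = buffer with substrate but no TDP2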
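test system = human TDP2 enzyme | input = TDP2 enzyme at 120 nM final | medium = 50 mM Tris-HCl pH 7.5 with Mg2+, KCl, DTT, BSA | also added = T5PNP substrate, 5 mM | times = 2 h at 37 °C | technique = epi absorbance | benchmarks = high control without enzyme, low control DMSO plus TDP2 | replication = each compound tested once, singlicate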
UHRF1 MBD2 ctr – UHRF1 methyl-DNA binding inhibition; AID 687016; actives 0.75% (n = 370,000); inhibition, % at 4.4 µM; UHRF1 binding to methylated oligo, TR-FRET; in the data active = inhibition above about 21%;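 note: UHRF1 SRA domain binding a hemimethylated CpG hairpin DNA probe; 0% = median of test compound wells and 100% = reference inhibitor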
MBD2 DNA inh – MBD2-methylated oligo binding inhibition; TR-FRET, MBD2 binding to methylated oligonucleotide; inhibition, % at 4.4 µM; actives 0.31% (n = 370,000); AID 686964; in the data active = inhibition above about 13%
KLK7 zymogen act – activators of human kallikrein-7 zymogen. P49862. purified proKLK7, EDANS-DABCYL substrate fluorescence; 100% is mature enzyme control, 0% vehicle. activation, % at 7 µM. actives 0.9% (n = 370,000). AID 652039;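 active = activation above the mean of all tested compounds plus 3 SD, computed per campaign excluding outliers beyond control limits, cut at about 13% in these data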
DDE Tn7 FP inh – disrupts Tn7 cyclic peptide binding to fibrin D-Dimer-E complex; P02675; FP displacement of FITC-Tn7 peptide from fibrin DD(E); 0% = median of compound wells per plate; inhibition, % at 8.3 µM; actives 0.13% (n = 370,000);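 active = inhibition above the mean of compounds falling within the control limits plus 3 SD of them, cut at about 14% in these data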;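 note: 0% = plate median of compound wells and 100% = 10 µM Aha-Tn7 peptide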
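assay system = human clot-derived fibrin DD(E) complex | quantity = Fibrin-DD(E) at 2 µM final | timing = 10 min preincubation, 3 h with tracer, room temperature | signal = fluorescence polarization | measure = percent inhibition | benchmarks = high control wells with 10 µM unlabelled Aha-Tn7 peptide (full inhibition) | replicates = singlicate testing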
Active calls of the source: *; · = no result given.

entry	canonical_smiles	TCR CD3 inh	LEDGF integ inh	PRMT1 inh	SIAE inh	Tn6 DDE FP	TDP2 absorb	UHRF1 MBD2 ctr	MBD2 DNA inh	KLK7 zymogen act	DDE Tn7 FP inh
1	Cc1ccccc1-n1c(SCC(=O)N(C)C2CCS(=O)(=O)C2)nc2ccccc2c1=O (stereo unspecified)	-8	0	0	-10	-2	-4	5	-2	0.2	1
2	COCCn1c(SCC(=O)NCC(c2ccccc2)N(C)C)nc2sc3c(c2c1=O)CCC3 (stereo unspecified)	4	2	0	7	-5	3	-1	0	0.3	9
3	O=C(CCNC(=O)c1ccco1)Nc1ccc(OC(F)(F)F)cc1	3	1	1	-4	5	13	-2	0	-0.4	-2
4	CCOC(=O)c1ccc(NC(=O)C2(c3ccc(Cl)cc3)CCCC2)cc1	-1	8	-1	-14	4	-3	0	4	0.1	4
5	O=C(Nc1cc(S(=O)(=O)N2CCOCC2)ccc1N1CCCC1)c1cnccn1	0	-3	-3	4	0	6	-4	3	0.1	1
6	Cc1ccc(CNC(=O)CCS(=O)(=O)c2ccc(Cl)cc2)cc1	4	1	-3	-2	3	9	-1	-2	-0.5	1
7	CCCCCC(=O)NNC1=NCC(Cc2cccc(Cl)c2)S1 (stereo unspecified)	-6	-4	5	-3	6	-10	0	3	0.5	8
8	CC(=O)C(C(C)=O)c1cc(NS(=O)(=O)c2ccccc2)ccc1NS(=O)(=O)c1ccccc1	1	5	4	1	-10	17	-1	-7	0.6	1
9	COc1ccc(C(=O)Nc2oc(-c3ccccc3)c(-c3ccccc3)c2C#N)cc1OC	0	-3	3	-27	-2	-7	2	-3	-5.6	1
10	CC(C)C[C@H](NC(=O)c1nccs1)C(=O)N1CCC[C@H]1C(=O)NCc1ccccc1	8	2	0	0	-4	8	-2	0	-0.4	-6
11	CN(c1cccnc1)c1ccc(NC(=O)Cc2c[nH]c3ccccc23)cc1Br	1	-1	21	11	-8	-1	8	4	-1.8	-2
12	N#CC1(NC(=O)COC(=O)C2=COCCO2)CCCCC1	2	2	-6	0	0	2	-2	0	-0.2	0
13	O=C(NC1CCCCC1)O[C@H]1CC[C@@]23CCCN2C(=O)CCC[C@H]3C1	·	1	-2	13	2	-4	-1	1	·	3
14	CCOC(=O)C1(Cc2cccc(Cl)c2)CCCN(C(=O)CCNC(C)=O)C1 (stereo unspecified)	-2	-5	1	-10	4	-2	2	5	-0.2	-1
15	COCCNC(=O)c1cc2c3ccccc3n(C)c2s1	0	0	1	-1	1	14	-5	-6	-0.3	-3
16	O=C(Nc1ccccc1)c1cccc2c(Br)cccc12	2	1	2	6	-2	4	-3	-1	0.8	-5
17	CCC(=O)Nc1ccc(NC(=O)c2ccc3ccccc3c2)cc1	1	6	-2	2	2	7	-2	-3	0.3	-3
18	CCOC(=O)c1c(NC(=O)Cn2cnc3sc(C)c(-c4ccccc4)c3c2=O)sc(C)c1C	0	1	4	-11	-1	6	4	4	0.0	2
19	C=CCNC(=O)CCC(=O)NNc1nc2ccccc2c2nc(-c3ccccc3)nn12	3	-4	-4	5	3	-1	-3	-3	0.1	9
20	COC(=O)c1c(C(=O)OC)c2cccc3cc(-c4ccccc4)c4ccc1c4n32	10	2	1	8	4	16	1	-2	0.1	-2
21	O=C(Nc1ccccc1Cc1ccccc1)c1ccc2c(c1)SC1=NS(=O)(=O)CCN12	1	0	6	2	-5	-9	-1	-4	0.1	-9
22	CC1(C(=O)NS(=O)(=O)c2cccc(C#N)c2)CCN1C(=O)CC1CCCC1 (stereo unspecified)	-4	-1	3	-5	-6	11	7	1	-0.1	-7
23	CC(=O)N1CCc2cc(NS(=O)(=O)c3cccs3)ccc21	1	4	1	-7	0	4	3	8	-0.3	6
24	CNC(=O)c1ccc(CNC(=O)OCC(F)(F)F)cc1	5	2	2	-3	-5	1	1	1	-0.7	-3
25	Cc1ccc(C)c(C(=O)CSc2nc(C)cc(=O)[nH]2)c1	5	0	-1	-1	5	-9	-4	-3	0.2	5
26	CSc1nc2ccc(NS(=O)(=O)c3ccccc3F)cc2s1	1	-3	-1	1	-1	3	0	1	-0.1	0
27	CN(CC(=O)N1CCN(Cc2ccccc2)CC1)S(=O)(=O)c1ccc(F)cc1	0	5	-4	-9	2	-15	-2	-5	0.3	-3
28	CC(C)CN(C(=O)COC(=O)CNC(=O)c1ccccc1F)C1CCS(=O)(=O)C1 (stereo unspecified)	2	1	-2	-1	-5	-5	8	1	-0.8	-3
29	CC1CN(S(=O)(=O)c2ccc(C(=O)N3c4ccccc4CC3C)cc2)CC(C)O1 (stereo unspecified)	2	0	1	1	4	-4	12	8	0.2	-3
30	CCOC(=O)CCN(C(=S)Nc1ccccc1)C1CCCCC1	-3	0	2	6	-4	-8	2	-5	0.2	0
31	CCC(C)[C@H](NC(=O)NCc1ccccn1)C(=O)OC (stereo partly specified)	-3	3	2	2	6	8	-1	3	0.0	-3
32	N#C/C(=C/c1ccc(-c2ccccc2[N+](=O)[O-])o1)C(N)=O	2	2	-3	8	2	-6	-3	-2	0.8	0
33	CCCCOc1ccc(C(=O)NCC(=O)N2CCN(Cc3ccc4c(c3)OCO4)CC2)cc1	6	0	1	2	3	6	0	-6	0.5	4
34	COc1ccc(C2=NOC(C3(S(=O)(=O)c4ccccc4)CC(O)C3)C2)cc1 (stereo unspecified)	9	-1	1	-1	7	-5	2	-8	0.1	6
35	CC1CC(=O)Nc2ccccc2N1C(=O)CN1CCN(c2ccccc2)CC1 (stereo unspecified)	-4	-1	-5	6	3	0	-3	2	-0.3	0
36	OC(COC(c1ccc(Cl)cc1)c1ccc(Cl)cc1)CN1CCCC1 (stereo unspecified)	-7	-2	3	-1	-4	2	1	2	0.3	-5
37	Cc1ccc(S(=O)(=O)NC(=O)c2cccc(Br)c2)cc1	8	-1	-1	3	-6	10	1	1	-0.1	3
38	COc1ccc(S(=O)(=O)Nc2c(C(=O)O)[nH]c3ccccc23)cc1	0	1	-2	8	7	17	3	-3	-0.1	-5
39	CCn1c(SCc2nc3ccccc3s2)nnc1-c1ccccc1	-1	1	-1	1	-3	2	-2	3	0.4	-2
40	Fc1ccccc1Cc1noc(CN2CCN(C/C=C/c3ccccc3)CC2)n1	6	1	-10	1	-4	-16	0	3	0.4	2
41	CCOc1ccc(N2C(=O)CN(CC(=O)OC)C2=S)cc1	8	-1	-3	-8	3	0	-3	-3	0.5	4
42	N#Cc1ccc(NCCc2ccccn2)c([N+](=O)[O-])c1	2	-3	0	5	0	24	-5	-5	0.6	-5
43	O=C(NCc1ccccc1)c1cnc(Cl)c(Cl)c1	-6	2	-6	-5	-1	-8	2	4	0.5	-4
44	CC1(C)Oc2ccc(NC(=O)c3ccco3)cc2O1	5	1	-2	-7	1	6	-1	-4	0.1	-6
45	Cc1csc(NC(=O)CCSCCc2ccccn2)n1	0	-2	-3	1	-4	-1	1	1	0.2	-4
46	CCOC(=O)c1ccc(OCc2c(C)noc2C)cc1	6	-3	-1	10	4	0	-2	4	-0.1	3
47	CN(C)c1cc[n+](CC(=O)Nc2cc(C(F)(F)F)ccc2Cl)cc1	1	-2	-3	3	-6	2	1	3	-0.3	13
48	CCn1c(C(O)c2ccc3c(c2)OCO3)nc2ccccc21 (stereo unspecified)	-6	1	0	6	3	3	-1	1	-0.5	7
49	CC[n+]1c(/C=C2/C=C(C)CC(C)(C)C2)sc2ccc(OC)cc21	0	1	36*	-6	-5	-9	1	2	-0.1	-3
50	CCOC(=O)c1c(-c2ccc(OC)cc2)csc1/N=C/N(C)C	-1	-2	1	1	-4	2	-3	4	0.0	3
51	N#Cc1nc(-c2ccc(OCc3ccccc3)cc2)oc1NCc1ccco1	0	-3	0	-1	-3	9	0	1	-1.6	7
52	COc1ccc2c(c1)C(=NO)c1cc(OC)ccc1-2	3	-3	-2	-11	-6	-6	1	-1	-0.4	-3
53	Cc1ccc(N2CC(C(=O)Nc3ccc4c(c3)OCO4)CC2=O)cc1C (stereo unspecified)	5	-1	-2	10	1	12	0	-2	-0.5	6
54	CN1Cc2ccccc2N(CC(=O)NCc2ccccc2)C1=O	3	-1	0	3	-3	10	-1	4	-0.2	4
55	COc1ccc(-n2cc(C(=O)c3ccc4ccccc4c3O)cn2)cc1	3	4	-2	-3	-6	6	-1	-1	-0.1	-3
56	Cn1c(SCc2ccc(Cl)cc2Cl)nc(C(F)(F)F)cc1=O	-2	-4	-2	-3	3	2	-1	2	0.1	2
57	CCOc1cc(/C=N/O)cc(Br)c1OC	-3	-2	-1	1	-4	5	-3	-3	0.6	-4
58	COc1ccc(OCC(=O)N(Cc2cccs2)C2CCS(=O)(=O)C2)cc1 (stereo unspecified)	-5	-3	3	1	-5	-2	3	3	0.7	0
59	CCOC(=O)Cn1c(=O)oc2cc(S(=O)(=O)NCc3cccs3)ccc21	5	-2	-6	3	2	-12	0	0	-1.0	-6
60	CCN(CC)S(=O)(=O)c1ccc(/C=C/C(=O)Nc2c(C)n(C)n(-c3ccccc3)c2=O)cc1	2	0	-3	-4	-6	-8	1	-1	-0.2	-2

3 compounds from above, sorted by length of the SMILES, high to low:
entry	canonical_smiles	TCR CD3 inh	LEDGF integ inh	PRMT1 inh	SIAE inh	Tn6 DDE FP	TDP2 absorb	UHRF1 MBD2 ctr	MBD2 DNA inh	KLK7 zymogen act	DDE Tn7 FP inh
56	Cn1c(SCc2ccc(Cl)cc2Cl)nc(C(F)(F)F)cc1=O	-2	-4	-2	-3	3	2	-1	2	0.1	2
42	N#Cc1ccc(NCCc2ccccn2)c([N+](=O)[O-])c1	2	-3	0	5	0	24	-5	-5	0.6	-5
46	CCOC(=O)c1ccc(OCc2c(C)noc2C)cc1	6	-3	-1	10	4	0	-2	4	-0.1	3

Other records:
entry	canonical_smiles	TCR CD3 inh	LEDGF integ inh	PRMT1 inh	SIAE inh	Tn6 DDE FP	TDP2 absorb	UHRF1 MBD2 ctr	MBD2 DNA inh	KLK7 zymogen act	DDE Tn7 FP inh
61	COC(=O)c1c(N2C(=O)CC(Sc3ccccc3C(=O)O)C2=O)sc2c1CCCC2 (stereo unspecified)	-8	-4	55*	-2	-3	-1	4	-6	-0.4	5
62	Cc1nc2c(C)cccn2c1/C(O)=C1\C(=O)C(=O)N(CCN(C)C)C1c1ccco1 (stereo unspecified)	5	5	-3	11	-1	-6	-7	-10	0.7	-7
63	CCOc1ccc(CCN2C(=S)N([C@@H](Cc3ccccc3)CN3CCCC3CN3C(=S)NC[C@@H]3Cc3ccccc3)C[C@@H]2Cc2ccc(O)cc2)cc1 (stereo partly specified)	0	5	-6	-17	-6	-10	0	-1	0.0	-8
64	COc1ccc(OC)c(S(=O)(=O)N(C)CC(=O)N2CCN(c3ccccc3F)CC2)c1	2	-2	-1	6	-1	-4	-1	0	-0.4	-6
65	COc1cccc(C(NC(C)=O)c2nc(-c3cc4ccccc4o3)cs2)c1 (stereo unspecified)	8	-2	1	6	1	0	-1	-4	-0.9	-4
66	O=c1[nH]c2ccc(Br)cc2o1	1	-3	6	0	-3	2	19	5	0.8	2

High-throughput results (PubChem)
